F-actin modifier: modifiers of cytoskeleton assembly; HUVEC TNFa F-actin phalloidin imaging, high content; inhibition, % at 2 µM; actives 0.18% (n = 91,000); AID 836;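 active = inhibition above the batch mean plus 3 SD and confirmed as a hit by visual image inspection, cut at about 30% in these data, passing the limit was not always enough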; note: strong numbers were not always called active
Smad3 FoxH1 inh: inhibitors of human Smad3 transcription factor binding. AID 630. inhibition, % at 25 µM. actives 0.29% (n = 88,000). TR-FRET Smad3/Dy647-FoxH1 peptide binding, europium anti-His. P84022;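 active = compounds that reduce the energy-transfer binding signal between the protein and its labelled peptide by more than half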;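 note: 0% = Smad3 plus labelled peptide maximal FRET and 100% = peptide-only background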
LYP inh 2: inhibitors of human LYP (PTPN22) phosphatase; Q9Y2R2; AID 640; inhibition, % at 2 µM; recombinant LYP catalytic domain, DiFMUP fluorescence; actives 0.21% (n = 96,000);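 active = inhibition at 2 µM at or above a set limit, the screen mean plus 3 SD, cut at about 24% in these data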;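 note: 0% = DMSO with enzyme and 100% = enzyme fully blocked by orthovanadate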
Target sequence (Q9Y2R2 whole entry, looked up, the tested form may be a part): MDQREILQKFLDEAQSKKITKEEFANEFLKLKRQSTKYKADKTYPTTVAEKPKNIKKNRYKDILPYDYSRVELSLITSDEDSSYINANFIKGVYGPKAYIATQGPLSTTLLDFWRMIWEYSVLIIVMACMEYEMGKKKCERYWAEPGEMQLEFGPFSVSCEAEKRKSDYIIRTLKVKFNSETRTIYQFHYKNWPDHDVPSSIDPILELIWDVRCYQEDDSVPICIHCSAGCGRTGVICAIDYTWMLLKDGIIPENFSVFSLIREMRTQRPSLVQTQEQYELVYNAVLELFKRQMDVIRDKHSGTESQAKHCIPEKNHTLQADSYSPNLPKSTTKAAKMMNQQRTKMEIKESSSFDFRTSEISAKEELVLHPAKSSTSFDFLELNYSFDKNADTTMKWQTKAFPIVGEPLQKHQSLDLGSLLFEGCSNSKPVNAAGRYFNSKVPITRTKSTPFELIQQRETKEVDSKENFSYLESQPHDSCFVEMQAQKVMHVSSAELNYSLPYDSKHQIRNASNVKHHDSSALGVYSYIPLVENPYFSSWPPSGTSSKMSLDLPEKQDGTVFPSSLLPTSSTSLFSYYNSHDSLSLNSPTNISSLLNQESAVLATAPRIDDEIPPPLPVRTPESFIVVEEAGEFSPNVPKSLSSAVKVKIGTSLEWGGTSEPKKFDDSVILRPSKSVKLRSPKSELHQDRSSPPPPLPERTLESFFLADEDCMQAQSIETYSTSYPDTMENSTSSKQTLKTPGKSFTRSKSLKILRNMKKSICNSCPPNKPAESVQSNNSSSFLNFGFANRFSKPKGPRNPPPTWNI
HUVEC tox TNFa: toxic to HUVEC cells under TNF alpha stimulation; HUVEC TNFalpha-stimulated, Hoechst cell count, imaging; actives 0.17% (n = 93,000); cell count reduction, % at 2 µM; AID 848;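 active = cell count reduction exceeding the screen mean by over 5 SD, scaled to untreated wells per plate, cut at about 78% in these data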;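 note: cells counted after 24 h of TNF alpha exposure following the 1 h pretreatment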
MT1-MMP txn act: MT1-MMP promoter transcription activation; HT1080 MT1-MMP promoter luciferase reporter, luminescence, overnight; hits give high values; activation factor at 10 µM; actives 0.16% (n = 86,000);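 active = activation factor of at least 2 for MT1-MMP transcription at 10 µM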
VCAM1 TNFa inh: reduces TNF alpha induced VCAM1 expression in HUVEC. actives 0.48% (n = 95,000). inhibition, % at 2 µM. HUVEC TNFa-induced VCAM-1 immunofluorescence, high-content imaging;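 active = inhibition above the batch mean plus 3 SD, with images confirmed as a hit by eye, cut at about 37% in these data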;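 note: 0% = TNF-stimulated DMSO wells and 100% = unstimulated control wells; not every result past the cut was called active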
HUVEC tox IL1B: HUVEC cytotoxicity counter-screen, IL-1B stimulated. HUVEC cell count loss, Hoechst imaging. cell count reduction, % at 2 µM. actives 0.41% (n = 94,000). AID 845;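 active = cell count reduction more than 3 SD above the screen-wide mean, cut at about 70% in these data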;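 note: normalized per plate to untreated control cells as the no-loss baseline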
DAT uptake mod: modulates human dopamine transporter uptake under cocaine | Q01959 | LLC-PK1 hDAT cells, [14C]-dopamine uptake with cocaine IC80; actives deviate in either direction | AID 449768 | B-score at 10 µM | actives 1.3% (n = 110,000);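 active = Z score or B-score, a plate-position-corrected score, falls beyond the plate's 99.7% confidence bounds, in either direction; inactive = both scores lie inside the 99.7% bounds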;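 note: scored against the spread of the other compound wells on the same plate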
Calb biofilm kill: kills Candida albicans biofilms; C. albicans biofilm + clotrimazole, Alamar Blue; inhibition, % at 6 µM; actives 0.14% (n = 85,000);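 active = inhibition above 20%; inactive = inhibition below 20%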;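 note: preformed 24 hr biofilms exposed to compound for 48 hr; 0% = biofilm without compound and 100% = blank killed by clotrimazole plus chlorhexidine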
Starred values were filed as active, the others as inactive; i = inactive; . = no result given; [ ] = another dose, or the depositor's remark.

Compound	F-actin modifier	Smad3 FoxH1 inh	LYP inh 2	HUVEC tox TNFa	MT1-MMP txn act	VCAM1 TNFa inh	HUVEC tox IL1B	DAT uptake mod	Calb biofilm kill
COC(=O)c1cc(Br)ccc1-c1ccc(/C=N/n2nnnc2N)o1	-20	-2	4	-14	1	9	-8	0.13	5
COc1cc(C2NC(C(=O)O)Cc3c2[nH]c2ccccc32)cc(OC)c1OC (stereo unspecified)	15	7	3	-16	1.2	0	-23	-0.25	8
CCOc1ccc(-n2c(Cc3cc(=O)[nH]c(=O)[nH]3)nnc2SC(C)C(=O)OC)cc1 (stereo unspecified)	6	3	7	-26	1.1	13	-19	.	2
COc1ccc2c(c1OC)C(=O)N1N=C(c3ccccc3)CC21 (stereo unspecified)	-22	.	12	4	.	1	-25	0.65	.
O=C(OCc1ccccc1)c1ccc2c(c1)-c1ccccc1C2=O	-23	.	5	8	.	-23	-1	0.15	.
CC(C)n1c(/N=C/c2c[nH]c3ccccc23)nc2ccccc21	2	0	-18	-2	1.2	-15	-8	0.73	1
CC(C)CCSc1ncnc2c1oc1nc3c(cc12)COC(C)(C)C3	-9	-1	-2	0	1.1	3	-7	-0.99	4
O=c1[nH]c(CS(=O)(=O)c2ccccc2)nc2ccccc12	-26	.	13	-2	1.3	10	-66	-1.4	.
CCOC(=O)Cc1csc(NC(=O)CCN2C(=O)c3ccccc3C2=O)n1	7	-3	1	-16	1.2	13	.	0.93	10
CCOc1ccc(N2C(=O)CC(N3CCN(c4ccc(C(=O)c5ccncc5)cc4)CC3)C2=O)cc1 (stereo unspecified)	-27	6	-4	-19	1.1	22	-9	0.69	0
O=C(Nc1ccc(F)cc1)c1oc2ccccc2c1NC(=O)C1CCCC1	-3	4	0	-25	1	-9	-15	-0.52	8
Cn1c(=O)cc(SCC(=O)NCCCN2CCN(c3ccc(F)cc3)CC2)c2ccccc21	-3	29[fluorescence artefact?]	-5	-22	1.2	3	0	-0.67	4
Cc1ccc(-c2noc(CN(C(=O)CCCCCN3C(=O)c4ccccc4C3=O)C(C)C)n2)cc1	7	-2	7	-13	0.9	-27	-8	1.8	6
CC(=O)NC(=S)Nc1ccc(NC(=O)COc2ccc(Cl)cc2Cl)cc1	-57	.	2	-3	.	14	.	0.072	.
O=C(Nc1nnc(-c2ccc(Cl)cc2)o1)c1ccccc1Br	-1	1	-2	-2	1.1	-9	-9	0.2	11
CN1CCN(CC(=O)Nc2ccc(Oc3ccccc3)cc2)CC1	-12	0	-4	-12	1.1	6	0	-0.095	3
COc1ccc(C(=O)NN(c2ccccc2)c2ccccc2)cc1	11	.	3	2	.	10	-88	-0.74	.
O=C(CSc1nnc(-c2cccs2)n1-c1ccccc1)N1CCc2ccccc21	3	i[fluorescence artefact?]	6	-16	0.9	-19	-9	.	6
Cc1nc(NCCCO)c(C#N)c2c1COC(C)(C)C2	29	7	-13	-20	1	-1	-24	0.022	4
O=c1c2ccccc2nc2n1C(CSCc1ccccc1)CS2 (stereo unspecified)	11	.	-1	-22	.	-8	-3	1.8	.
CCc1nnc(NC(=O)[C@@H]2CCCN2S(=O)(=O)c2ccc3c(c2)OCCO3)s1	16	0	6	-2	1.1	21	2	-0.77	4
COC(=O)c1cn(C(=O)OC)c2ccccc12	-15	4	0	7	1.1	11	-52	-0.31	6
O=C(O)c1cccc(NS(=O)(=O)c2ccc(Cl)c(C(=O)O)c2)c1	13	1	-11	-6	1.1	-14	-4	0.24	-1
CCC(C(=O)OC)n1cnc2c(cnn2-c2ccc(Cl)cc2)c1=O (stereo unspecified)	-24	-3	1	-12	1.1	18	-5	-0.43	4
O=C(NC1CCCCC1)C(c1ccccc1)N(Cc1ccco1)C(=O)Cn1cnc2ccccc21 (stereo unspecified)	6	.	-4	10	1.1	13	-5	-0.015	.
O=C(CN1C(=O)C2C3C=CC(C3)C2C1=O)Nc1ccc2c(c1)OCCO2 (stereo unspecified)	-13	.	1	11	1.5	-6	5	-0.066	.
COc1ccc(C(=O)CCC(=O)O)cc1	-6	8	2	-2	1.1	-13	-51	-0.74	-3
CC(Oc1ccc(Cl)cc1)C(=O)NCCCn1ccnc1 (stereo unspecified)	.	11	-2	-2	1.1	13	-18	-0.12	6
CCn1nc(CC(=O)Nc2nnc(CC(=O)N3CCCC3)s2)c2ccccc2c1=O	9	5	6	-30	1	5	-34	-0.18	7
CCCCCNc1c(C(=O)OCC)c(=O)[nH]c2ccccc12	.	-3	.	.	1	.	.	-0.042	7
CCOc1ccc2nc(NC(=S)N(C)C)sc2c1	11	-3	3	5	.	4	-40	0.32	7
COc1nc(N(C)S(=O)(=O)c2ccc(C)cc2)nc(C)c1Cl	.	2	.	.	1.2	.	.	0.91	8
COC(=O)c1nc2n(n1)C(c1cccc(Cl)c1)C1=C(CCCC1=O)N2 (stereo unspecified)	5	3	11	-33	1.1	6	-10	0.23	6
O=C(CN1CCCCC1)N1c2ccccc2Oc2ccccc21	-3	.	14	-1	.	24	4	-0.11	.
O=C(CSc1ncnc2nc[nH]c12)NCCc1ccccc1	6	4	-4	-21	1	-29	-31	0.12	-1
c1ccc(Cn2nnc3c(N4CCOCC4)ncnc32)cc1	2	.	-6	-9	1.1	4	-11	0.09	.
O=C(NNC(=S)NC(=O)c1ccccc1[N+](=O)[O-])c1ccccc1[N+](=O)[O-]	10	.	-3	-10	.	18	12	-0.71	.
CC(C)c1ccccc1-n1c(SCC(=O)N2CCN(c3ccccc3)CC2)nnc1-c1cccnc1	-1	-14	4	-14	0.8	8	-9	2.9	4
CC(C)c1c(C#N)c(N)nc(SCC(=O)c2cc3ccccc3oc2=O)c1C#N	.	7	.	.	0.9	.	.	-2.3	9
Clc1ccc(-c2csc(N3CCc4ccccc4C3)n2)cc1	-2	.	8	-7	.	-14	-64	-0.48	.
O=C(Nc1ccccc1)c1cc2ccccc2o1	-2	9	-17	.	0.6	-28	-18	0.0075	5
O=C(Cn1cc([N+](=O)[O-])cn1)Nc1nc2ccccc2s1	-40	.	5	6	.	18	-34	-0.12	.
COc1ccc(-c2noc(CCN3C(=O)c4ccccc4C3=O)n2)cc1OC	-8	1	6	8	0.9	3	4	0.12	2
O=C1C2C3C=CC(C3)C2C(=O)N1c1n[nH]c(-c2ccccc2)n1 (stereo unspecified)	8	9	-15	-24	1.1	-4	2	-0.78	1
COc1cccc(C(=O)Nc2nc(-c3ccc4c(c3)OCO4)cs2)c1	-12	18	-4	-31	.	8	0	-0.075	13
CCC(=O)Nc1c(C(=O)Nc2cccc(OC)c2)oc2ccccc12	5	4	4	-21	1.1	-14	-29	-0.61	6
COc1cc(S(=O)(=O)N2CCC(c3nc4ccccc4s3)CC2)ccc1S(=O)(=O)N1CC(C)CC(C)C1 (stereo unspecified)	-11	9	-4	-20	1.2	4	-29	-1	4
Nc1ccc2nc(-c3ccc(Cl)cc3)[nH]c2c1	6	13	2	-24	.	9	12	0.3	-3
CCCCNC(=O)CNC(=O)c1cccs1	2	-3	-7	7	1.1	5	-9	-0.37	7
Cc1nc(/N=C\N(C)C)sc1C(=O)Nc1ccccc1	-4	-11	-8	-1	1.4	22	-3	-0.31	12
COC(=O)c1cccc(NC(=O)CCCOc2ccccc2)c1	13	-3	0	-12	1	3	-13	0.0074	-2
Cc1ccc(SCCC(=O)NC(C)(C)C)cc1	-3	-6	-1	-30	1.3	21	6	0.93	0
COC(=O)c1cc(NC(=O)c2cc(C)oc2C)cc(C(=O)OC)c1	6	3	4	-42	1.2	-34	-6	1.4	5
CCOC(=O)c1ccccc1NC(=O)N1CCn2c(C)ccc2C1CC (stereo unspecified)	-14	1	-15	-7	1.2	12	-14	-0.75	5
O=C(COc1ccccc1)Nn1cnc2ccccc21	-15	7	4	-15	1.1	-14	-25	-0.0092	6
Cc1ccc(-n2c(N)c(C(=O)NCc3cccnc3)sc2=S)cc1	1	4	1	-4	1.1	6	-15	-1.7	2
O=C1NC(=O)c2cc(NC(=O)C3CCCCC3)ccc21	12	-9	-8	-18	1	4	-31	0.5	0
Cc1c(O)ccc2c3c(c(=O)oc12)CCCC3	0	9	-14	11	0.9	13	23	-0.46	4
CCCCOc1ccc(CN2CCC(O)CC2)cc1	7	-5	-12	-32	1.6	-18	-78	-1.2	1
Cc1nc2sc(C)c(C)c2c(=O)[nH]1	24	7[fluorescence artefact?]	-5	4	1.1	2	13	-0.98	7

(next part)
Compound	F-actin modifier	Smad3 FoxH1 inh	LYP inh 2	HUVEC tox TNFa	MT1-MMP txn act	VCAM1 TNFa inh	HUVEC tox IL1B	DAT uptake mod	Calb biofilm kill
Cc1cc(C)nc(SCc2csc(N)n2)n1	4	-1	-8	-15	1.4	-7	-5	-0.28	7
CCCOc1cccc(C2/C(=C(/O)c3ccc(OC)cc3)C(=O)C(=O)N2CCN(C)C)c1 (stereo unspecified)	10	12[fluorescence artefact?]	-4	-41	1.1	-12	1	-0.46	7
c1ccc(NC2=Nc3ccccc3CS2)cc1	-20	9	6	-26	1.5	4	-14	-0.28	5
CC1CCc2c(sc3nc(SCC(=O)NCc4ccco4)nc(N)c23)C1 (stereo unspecified)	-14	3	-4	-5	1.3	8	29	0.28	9
O=C(NCc1ccco1)Nc1ccc(Br)cc1	-12	3	-4	-12	1.3	-5	8	-1.2	4
Cc1n[nH]c(C)c1N=Nc1cc(Cl)ccc1Cl	-25	.	13	2	.	-7	-23	1.5	.
CC1(C)Cc2ccccc2-c2nnc(SCc3ccc(C#N)cc3)n21	3	8[fluorescence artefact?]	-2	-13	1	9	22	1.7	7
CC(C)Nc1nc(Oc2ccc(Cl)cc2Cl)cc(C(F)(F)F)n1	5	.	7	-4	.	0	23	-0.18	.
C=CCNc1oc(Cc2cccc3ccccc23)nc1C#N	9	6	-26	-40	1.2	14	-11	0.82	9
C/C(N)=C(/C#N)C(=O)COC(=O)CSc1ccccc1	-7	-22	-1	-7	1.1	-4	14	-0.97	-3
COc1ccc(N2C3=C(CC4=C2CCCC4=O)C(=O)CCC3)cc1	16	0	6	-29	1.4	1	3	-0.076	4
CCN(CCNS(=O)(=O)c1ccc2c(c1)oc(=O)n2C)c1ccccc1	1	7	-1	-15	1.4	12	0	-0.16	3
COc1cccc(OC)c1OCCOCCn1cnc2ccccc2c1=O	16	3	-5	-29	1.1	-2	-26	0.57	8
COC(=O)c1cn(C(=O)c2ccccc2F)nc1N	.	11	8	-15	1.2	8	-51	0.034	11
CC(C)(CNC(=O)C1CCCC1)CNC(=O)C1CCCC1	12	-2	15	10	1	14	-10	-0.67	-2
CC(=O)c1cccc(NC(=O)c2ccncc2)c1	19	1	3	-11	1.2	-4	2	-0.73	.

Source: PubChem BioAssay

Some of the compounds tested, so the mix of outcomes need not match the whole.
